Screening data as filed in PubChem.
Lipid storage S3: qHTS Assay for Lipid Storage Modulators in Drosophila S3 Cells. Potency in µM for hits, for the others lipid storage change, negative = inhibition, % at the top dose, mostly 46.1 µM. AID 2685, 2010. Drosophila S3 cells, BODIPY lipid droplet fluorescence, 18-24 h; cells fed with added oleic acid. 320,000 tested, 0.64% active; active = well fitted inhibition curve with a large enough effect in the signal ratio, with a control signal flat, not every such curve was filed as active; inconclusive = small, poorly fitted or top-dose-only effect, or effect the other way, or a change in a side signal; the % refers to the signal ratio
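Drosophila S3 cells got compounds at several concentrations plus oleic acid (400 uM solution). Laser-scanning cytometry with 488 nm excitation read lipid droplets at 500-530 nm and cells at 575-640 nm. Percent activity was relative to 20 uM Triacsin C.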
Lipid storage S3 cell count max: recorded beside Lipid storage S3, whose call it bears; cell number change, %; measured here: cell count max response;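 cells counted by Cell Tracker Red CMTPX staining in the red channel; peak over a dose series mostly up to 46.1 µM; percent activity relative to internal control wells on each plate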
An asterisk follows results filed as active; i = inactive; u = inconclusive; x = no result given; [ ] = remark or other dose. % is scaled to controls: 0 for no effect and ±100 for the full control effect; potency is read from the fitted curve at half-maximal effect.

Values run as follows: Lipid storage S3	Lipid storage S3 cell count max
- CCOC(=O)C1CCN(S(=O)(=O)c2cc(Cl)c(C)cc2OC)CC1
  u	x
- CC(=O)Oc1cccc(N2C(=O)c3ccc(C(=O)O)cc3C2=O)c1
  -5.3%	-6.5
- Cn1c(=O)c2cc(S(=O)(=O)Nc3cc(C(=O)O)cc(C(=O)O)c3)ccc2n(C)c1=O
  u	x
- CCN1CCN(Cc2ccc(NC(=O)c3cc(NC(=O)c4cc(C)on4)cc(OC)c3)cc2C(F)(F)F)CC1
  u	x
- O=C(COC(=O)c1cc(=O)[nH]c2ccccc12)Nc1nc(-c2ccccc2)cs1
  -19.3%	-9.5
- O=C(COC(=O)/C=C/c1ccc(S(=O)(=O)N2CCOCC2)cc1)NCc1ccc2c(c1)OCO2
  u	x
- COC(=O)CNC(=O)C1(C)C=CCN1C(=O)c1ccccc1 (stereo not given)
  -6.1%	4.7
- Cc1ccc(-n2c3nc(=O)n(C)c(=O)c-3cc3ccccc32)cc1
  -4.0%	5.3
- O=C(/C=C/c1ccco1)NC(=S)Nc1ccccc1Br
  u	x
- COC(=O)CSc1nnc(C)n1-c1ccc(C)cc1
  u	x
- CC(C)NC(=S)NNc1nc2ccccc2s1
  -19.9%	4.2
- COc1cc(CNCc2ccc(SC)cc2)cc(OC)c1
  -17.4%	-7.7
- COc1ccccc1NC(=O)Nc1nc(CC(=O)N2CCN(c3ccccc3)CC2)cs1
  u	x
- COc1ccc(-c2cc(C(=O)NC(C(=O)O)C(C)C)c(C)o2)cc1OC (stereo not given)
  u	x
- CCN(CC)CCN(Cc1cc2cc3c(cc2[nH]c1=O)OCO3)C(=S)NCc1ccco1
  19.9%	11.8
- COc1cc2[nH]c(=O)n(CCCCCC(=O)N3CC=C(c4ccccc4)CC3)c(=O)c2cc1OC
  -8.4%	0.2
- O=C(CN1C(=O)c2ccccc2C1=O)Oc1ccc(F)cc1
  u	x
- CC1(c2ccc(OC(F)F)cc2)NC(=O)N(CC(=O)Nc2cccc(S(N)(=O)=O)c2)C1=O (stereo not given)
  15.5%	x
- CSC(=S)N/N=C/c1ccccc1
  1.5%	-3.6
- CCN(CC)S(=O)(=O)c1ccc(NC(=O)CSc2cccc[n+]2[O-])cc1
  u	x

Sorted by value in Lipid storage S3 cell count max (ascending): some entries from above
Values run as follows: Lipid storage S3	Lipid storage S3 cell count max
- O=C(COC(=O)c1cc(=O)[nH]c2ccccc12)Nc1nc(-c2ccccc2)cs1
  -19.3%	-9.5
- COc1cc2[nH]c(=O)n(CCCCCC(=O)N3CC=C(c4ccccc4)CC3)c(=O)c2cc1OC
  -8.4%	0.2
- CC(C)NC(=S)NNc1nc2ccccc2s1
  -19.9%	4.2
- COC(=O)CNC(=O)C1(C)C=CCN1C(=O)c1ccccc1 (stereo not given)
  -6.1%	4.7
- Cc1ccc(-n2c3nc(=O)n(C)c(=O)c-3cc3ccccc32)cc1
  -4.0%	5.3
- CCN(CC)CCN(Cc1cc2cc3c(cc2[nH]c1=O)OCO3)C(=S)NCc1ccco1
  19.9%	11.8

Following part:
Values run as follows: Lipid storage S3	Lipid storage S3 cell count max
- CCOC(=O)c1ccc2[nH]c(C)c(CCC(C)=O)c(=O)c2c1
  9.3%	-21.6
- CCCN(CCC)C(=O)CC(c1ccccc1)c1cc(C)ccc1O (stereo not given)
  i	-8.3
- O=S(=O)(c1ccc2c(c1)OCCO2)N1CCC(n2nnc3cc(F)ccc32)CC1
  -3.5%	10.4
- COc1ccccc1NCC(=O)Nc1cc(S(=O)(=O)N2CCOCC2)ccc1N1CCOCC1
  u	x
- COc1ccc(S(=O)(=O)N(CCc2ccccc2)CC(N)=O)cc1
  3.7%	19.2
- COc1ccc(NC(=O)CSc2nnc(-c3ccccc3Cl)n2Cc2ccco2)c(OC)c1
  u	x
- O=C1NC(=S)S/C1=C\c1coc2ccccc2c1=O
  u	x
- COc1ccc2c(c1)S(=O)(=O)c1ccccc1N2
  19.1%	10.6
- COc1ccc(CONS(=O)(=O)c2ccc(NC(C)=O)cc2)cc1Cl
  -7.5%	-15.6
- Cc1ccc(-c2noc(CSc3nc(N)cc(N)n3)n2)cc1
  u	x
- CCCn1nnnc1NCc1ccc(SC)cc1
  u	x
- O=C(NC1=NCCS1)C12CC3CC(C1)CC(C(=O)NC1=NCCS1)(C3)C2
  u	x
- Cc1cccc(-n2cnc(C(=O)Nc3cccnc3)c2)n1
  u	x
- O=C(Nc1ncn[nH]1)c1cc(S(=O)(=O)Nc2cccc(C(F)(F)F)c2)ccc1Cl
  u	x
- C/C(=N/NS(=O)(=O)c1cc(C)ccc1C)c1ccc2c(c1)OCO2
  -27.1%	10.9
- CCOc1ccc(CCNC(=O)Cn2ccc3ccccc3c2=O)cc1OCC
  u	x
- Nc1nnc(SCC(=O)Nc2cccc(S(=O)(=O)N3CCCCC3)c2)s1
  u	x
- COc1cc(C2NC(=O)NC(C)=C2C(=O)OC(C)C)ccc1OC(=O)c1ccco1 (stereo not given)
  4.6%	0.8
- CCOc1ccccc1OCC(=O)NN1Cc2ccccc2C1=N
  i	x
- Cn1c(C(=O)OCC(=O)NCc2ccc(F)cc2)cc2occc21
  u	x
- Cc1cc2ccccc2n1CCNC(=O)C(C)(C)C
  4.6%	-17.5
- COC(=O)c1cnc(Oc2ccc(NC(=O)NC(=O)c3c(F)cccc3Cl)cc2)cc1C(F)(F)F
  -1.2%	8.9
- O=C(CCN1C(=O)c2ccccc2C1=O)Nc1cccc(O)c1
  0.2%	12.6
- COc1ccc(NC(=O)C(CC(=O)O)Cc2ccc(Cl)cc2)cc1 (stereo not given)
  u	x
- CCCCNC(=O)CNC(=S)N(Cc1ccccc1)Cc1cccnc1
  7.5%	-15.6
- Nc1nc(SCC(=O)Nc2ccccc2)[nH]c(=O)c1NC(=O)c1cccs1
  0.2%	-12.6
- CC1CCN(C(=O)c2ccc(S(=O)(=O)Cc3ccccc3F)c([N+](=O)[O-])c2)CC1
  -29.7%	2.4
- COc1ccc(OC)c(CN2CCN(CCCc3ccccc3)C(CCO)C2)c1 (stereo not given)
  0.8%	25.4
- CC(C)NC(=O)NC(=O)COC(=O)/C=C/c1ccccc1[N+](=O)[O-]
  -5.4%	14.2
- COc1ccc(CC(=O)N/N=C(\C)c2cccs2)cc1
  u	x
- COc1ccc2cc(C(=O)Nc3ccc(Cl)cc3)sc(=O)c2c1OC
  u	x
- CCN(CC)C(=O)CSC1c2ccccc2C(=O)N1c1ccccc1 (stereo not given)
  u	x
- COc1cccc(-c2cc(C(=O)N3CCc4ccccc4C3)[nH]n2)c1
  u	x
- O=C(Nc1cccnc1)OC1CCCCC1
  u	x
- c1ccc2[nH]c(SCc3cn4cccnc4n3)nc2c1
  0.2%	6.9
- Cc1ccc(NC(=O)CN(C)C(=O)CSc2nc(C)cc(C)n2)cc1
  u	x
- CC(=O)Nc1ccc(NC(=O)CSc2ccc3nnc(-c4ccccn4)n3n2)cc1
  u	x
- C[C@@H]1CC[C@@]23COC(=O)C2=CCC[C@@H]3[C@@]1(C)CC/C(=C/CO)CO
  u	x
- COc1nonc1NCn1nc(C)cc1C
  u	x
- OCCC1CN(Cc2ccc(Oc3ncccn3)cc2)CCN1Cc1ccc(F)c(F)c1 (stereo not given)
  u	x
- Cc1ccc(C)c(OCCC(=O)OCC(=O)Nc2cccc(S(=O)(=O)N3CCCC3)c2)c1
  -3.7%	13.0
- O=C1COc2ccc(C(=O)COC(=O)Cc3ccsc3)cc2N1
  u	x
- O=C(COc1ccccc1)Nc1ccc(C(=O)N2CCCC2)cc1
  u	x
- O=C(NC1=NCCS1)c1ccc(Br)s1
  u	x
- CN(Cc1ncc[nH]1)C(=O)CC1C(=O)NCCN1Cc1c(F)cccc1Cl (stereo not given)
  u	x
- COC(=O)C1CCN(C(=O)CSc2nc3ccc(OC)cc3[nH]2)CC1
  u	x
- CCOC(=O)c1cc2nc(-c3ccco3)cc(C(F)(F)F)n2n1
  4.5%	-7.3
- COc1ccccc1C(=O)Nc1ccc2c(c1)CN(Cc1cnc(C)s1)CC2
  u	x
- CSCCC1(C(=O)O)NC(c2ccccc2O)C2C(=O)N(C(C)C)C(=O)C21 (stereo not given)
  -7.4%	-3.5
- COC(CNC(=O)C1CC(=O)N(CCc2ccc(C)cc2)C1)OC (stereo not given)
  u	x
- O=C(NCCCN1CCOCC1)C(=O)NCC1OCCCN1S(=O)(=O)c1cc(F)ccc1F (stereo not given)
  u	x
- CC1(C)CC(=O)C(C2=NC3(CCCCC3)Cc3ccccc32)=C(O)C1
  4.1%	8.0
- CCCc1nnc(SCC(=O)NC2CC2)n1CC
  u	x
- CCC(C)C(=O)NCCc1ccc(S(N)(=O)=O)cc1 (stereo not given)
  8.0%	11.1
- COc1ccc(C(=O)NC2CCN(C(=S)Nc3ccc(C)cc3)CC2)cc1
  5.3%	0.4
- COc1cccc(CN(CC2CCCO2)C(=O)c2cc3ccccc3oc2=O)c1 (stereo not given)
  u	x
- CC(O)c1nc2cc([N+](=O)[O-])ccc2n1Cc1ccccc1 (stereo not given)
  10.1%	-10.0
- Cc1ccc(N2C(=O)C3C(C2=O)C2C=CC3C23CC3)c([N+](=O)[O-])c1 (stereo not given)
  u	x
- O=S(=O)(c1ccccc1Cl)N1CCCC(c2nc(-c3cccnc3)no2)C1 (stereo not given)
  i	4.2
- COc1cc(NC(=O)COC(=O)CSc2cc(C)ccc2C)c(C)cc1[N+](=O)[O-]
  -15.6%	-19.4

Remaining list, next part
Values run as follows: Lipid storage S3	Lipid storage S3 cell count max
- O=[N+]([O-])c1cc(S(=O)(=O)/N=C(/c2ccccc2)N2CCOCC2)ccc1Cl
  2.9%	6.1
- O=C(CCc1c[nH]c2ccccc12)N[C@@H](Cc1c[nH]c2ccc(O)cc12)C(=O)O
  9.2%	-0.9
- C=Cn1c(C(=O)O)ccc1-c1ccc(CC)cc1
  -1.6%	-5.2
- CN(CCNC(=O)C1CCN(S(=O)(=O)N2CCOCC2)CC1)CCc1ccccc1
  2.1%	-13.5
- Cc1cc(C)c2c(n1)SCC(=O)N2CC(=O)Nc1ccc(F)cc1
  u	x
- COc1ccc2nc(-c3ccccc3)nc(C3CCCCC3)c2c1
  u	x
- Cc1ccc(C(C(=O)NCc2ccc(F)cc2)N(Cc2ccco2)C(=O)c2snc(C(N)=O)c2N)o1 (stereo not given)
  13µM*	-23.0*
- O=C(O)CN1C(=O)/C(=C/c2ccsc2)SC1=S
  -20.4%[9.22 µM]	x
- CC(C)CN(C(=O)CSc1ncnc2ccccc12)C1CCS(=O)(=O)C1 (stereo not given)
  u	x
- Cc1ccc(C)n1-n1cnc2sc(-c3ccccc3)cc2c1=O
  u	x
- CC(C)Sc1nnc(NC(=O)c2ccc3c(c2)OCO3)s1
  -3.8%	x
- Cc1ccc(S(=O)(=O)Nc2ccc(C(=O)N3CCN(c4ccccc4O)CC3)cc2)cc1[N+](=O)[O-]
  1.3%	5.9
- O=C(NNS(=O)(=O)c1ccccc1)c1cc2cc3ccccc3nc2s1
  u	x
- CC(C)N(Cc1ccccc1)S(=O)(=O)c1ccc2c(c1)NC(=O)CO2
  i	-10.0
- CCc1ccc2[nH]c(=O)c(CN(Cc3ccccc3OC)C(=O)Nc3ccccc3OC)cc2c1
  u	x
- COc1cccc(C(NC(C)=O)c2ccc3cccnc3c2O)c1 (stereo not given)
  u	x
- NS(=O)(=O)c1ccc(NC(=S)NNC(=O)CCC(=O)Nc2ccccc2Cl)cc1
  u	x
- CSc1nc(-c2ccccc2)cc(C(F)(F)F)c1C#N
  -4.1%	-14.4
- Cc1ccc(OCc2nnc(SCC(=O)NCc3ccccc3)n2C)cc1
  -13.8%	-24.5
- COc1ccc(-c2nn(C)c(=O)c3ccccc23)cc1NS(C)(=O)=O
  u	x
- Cc1oc(CSCC2CCCO2)cc1C(=O)O (stereo not given)
  u	x
- CCOc1ccccc1OCCC(=O)OCC(=O)Nc1c(C)cc(C)cc1C
  u	x
- COc1cc(OC)c(OC)cc1CNCCNC(=O)c1ccco1
  u	x
- COc1ccc(C(=O)Oc2c(OC)cc(C(=S)N3CCOCC3)cc2OC)cc1
  i	14.2
- N/C(=N\c1nc2ccccc2o1)NC(=O)/C=C/c1ccccc1
  -8.1%	7.7
- COc1cc(OC)cc(C(=O)N2CCN=C2SCc2cccnc2)c1
  u	x
- O=C(COC(=O)c1ccccc1O)Nc1cccnc1Cl
  12.3%	-14.8
- Cc1cccc(N2Cc3ccccc3C2=NC(=O)c2ccc(Cl)nc2)c1
  u	x
- CCN(CC)CC(C)OC(=O)c1cc(OC)c(OC)c(OC)c1 (stereo not given)
  u	x
- CN1CCC/C1=C/C=C1\SC(=S)NC1=O
  u	x
- CC(C)Oc1ccc2c(c1)OC(c1ccccc1)(C(F)(F)F)NC2=O (stereo not given)
  u	x
- CCn1cc(CCC(=O)NC2CCCC2)c2ccccc21
  u	x
- CN(C)CCNC(=O)C(=O)NCC1OCCN1S(=O)(=O)c1ccc([N+](=O)[O-])cc1 (stereo not given)
  8.4%	2.4
- O=C(Nc1nc(-c2ccccc2)cs1)c1cccs1
  -23.9%	6.6
- CCOC(=O)c1c(NC(=O)c2ccn(CC)n2)sc2c1CCCC2
  i	x
- Cc1cc(NS(=O)(=O)c2ccc(NC(=O)c3cccc(OC(F)F)c3)cc2)nc(C)n1
  i	x
- Cc1ccc2c(c1)C1CN(C)CCC1N2C(=O)c1ccccc1NS(=O)(=O)c1cccc(C(F)(F)F)c1 (stereo not given)
  -7.5%	-2.4
- CN(CC(=O)Oc1ccc(-c2nnco2)cc1)S(=O)(=O)c1ccc(F)cc1
  u	x

This is a subset, so the mix of outcomes need not match the whole.
